Bioassay records from PubChem BioAssay.
TCR CD3 inh: inhibitors of human TCR-CD3 interaction, primary screen, biochemical, fluorescence, TAMRA-labeled TCR probe. 0.37% of 360,000 active. AID 651800, 2012. inhibition, % at 9.4 µM; in the data active means inhibition above about 19%;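 further: recombinant mutant TCR 2C K166C tagged with TAMRA read by polarization; 0% = receptor in buffer alone and 100% = receptor with positive control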
NR1D1 modulator: modulators of Rev-erb alpha DNA binding, primary screen, biochemical, FITC-DNA, fluorescence polarization, uHTS | Nuclear receptor subfamily 1 group D member 1 (Homo sapiens), P20393 | Rev-erbα–FITC-DNA binding, 90 min | activity, % at 10 µM | 0.79% of 370,000 active | AID 1259318, 2017;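 active means activity above about 14%, limit read from the data; passing the limit was not always enough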;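 further: 0% = DMSO wells with 35 nM protein and 100% = DMSO wells with 750 nM protein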
SIAE inh: human SIAE inhibitors, primary screen, biochemical, fluorescence polarization, FP-Rh probe, 1536-well HTS. SIAE FP-Rh probe binding. inhibition, % at 9.66 µM. 0.69% of 370,000 active;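 active means inhibition above a cutoff: mean of compounds within the control limits plus 3 SD of those, cut at about 17% in these data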;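 further: 0% = plate median of compound wells and 100% = probe without SIAE protein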
PRMT1 FP inh: PRMT1 methyltransferase inhibitors, primary screen, biochemical, fluorescence polarization | 1.3% of 370,000 active | AID 652257, 2013 | Protein arginine N-methyltransferase 1 (Homo sapiens), Q99873 | inhibition, % at 2.79 µM | recombinant PRMT1, activity-based probe fluorescence polarization;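 active means inhibition above about 21% made by adding two undisclosed values, limit read from the data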
Target sequence (Q99873 whole entry, looked up): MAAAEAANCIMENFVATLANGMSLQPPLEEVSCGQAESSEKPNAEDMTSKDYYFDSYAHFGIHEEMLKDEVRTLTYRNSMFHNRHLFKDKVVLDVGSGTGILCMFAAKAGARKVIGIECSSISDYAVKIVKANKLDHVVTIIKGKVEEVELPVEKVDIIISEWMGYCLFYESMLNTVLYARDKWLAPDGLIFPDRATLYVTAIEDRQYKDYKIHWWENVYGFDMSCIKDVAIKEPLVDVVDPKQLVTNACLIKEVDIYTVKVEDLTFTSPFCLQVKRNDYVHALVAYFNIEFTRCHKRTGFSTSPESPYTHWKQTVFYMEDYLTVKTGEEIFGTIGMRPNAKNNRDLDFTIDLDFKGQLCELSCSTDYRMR
TDP2 inh: human TDP2 enzyme inhibitors, primary screen, biochemical, epi absorbance, recombinant enzyme; Tyrosyl-DNA phosphodiesterase 2 (Homo sapiens), O95551; T5PNP hydrolysis, p-nitrophenol absorbance 415 nm; inhibition, % at 12.8 µM; 0.34% of 370,000 active; AID 720702, 2013;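 active means inhibition above the mean of all tested compounds plus 3 SD, set per campaign, cut at about 25% in these data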;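 further: 0% = DMSO with enzyme and 100% = buffer with substrate but no TDP2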
Target sequence (O95551 whole entry, looked up): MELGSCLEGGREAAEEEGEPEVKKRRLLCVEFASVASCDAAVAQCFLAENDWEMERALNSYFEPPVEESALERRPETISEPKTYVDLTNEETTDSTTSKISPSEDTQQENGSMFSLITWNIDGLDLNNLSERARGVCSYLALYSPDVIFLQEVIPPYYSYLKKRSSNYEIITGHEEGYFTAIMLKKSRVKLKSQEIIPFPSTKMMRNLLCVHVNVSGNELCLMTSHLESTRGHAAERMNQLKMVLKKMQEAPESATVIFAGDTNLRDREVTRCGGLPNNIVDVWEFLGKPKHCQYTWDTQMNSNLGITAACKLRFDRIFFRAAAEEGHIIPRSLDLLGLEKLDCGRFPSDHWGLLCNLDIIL
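System – recombinant human TDP2 · Amount – 120 nM TDP2 per well · Buffer or medium – Mg2+-containing Tris-HCl buffer, pH 7.5 · Reagent – T5PNP substrate, 5 mM · Dosing – 12.8 µM single point, 1% DMSO · Incubation – 2 h at 37 °C · Measured by – epi absorbance · Read-out basis – percent inhibition · Benchmarks – high control without enzyme, low control DMSO plus TDP2 · Repeats – singlicate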
mABHD4 FP: ABHD4 inhibitors, primary screen, biochemical, fluorescence polarization, mouse; purified mABHD4, FP-Rh probe fluorescence polarization; inhibition, % at 8.92 µM; 0.54% of 370,000 active; AID 720543, 2013;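 active means inhibition exceeding the mean over every tested compound plus 3 SD, cut at about 30% in these data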;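 further: 0% = plate median of compound wells and 100% = S159A mutant with DMSO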
Target sequence (Q8VD66 whole entry, looked up): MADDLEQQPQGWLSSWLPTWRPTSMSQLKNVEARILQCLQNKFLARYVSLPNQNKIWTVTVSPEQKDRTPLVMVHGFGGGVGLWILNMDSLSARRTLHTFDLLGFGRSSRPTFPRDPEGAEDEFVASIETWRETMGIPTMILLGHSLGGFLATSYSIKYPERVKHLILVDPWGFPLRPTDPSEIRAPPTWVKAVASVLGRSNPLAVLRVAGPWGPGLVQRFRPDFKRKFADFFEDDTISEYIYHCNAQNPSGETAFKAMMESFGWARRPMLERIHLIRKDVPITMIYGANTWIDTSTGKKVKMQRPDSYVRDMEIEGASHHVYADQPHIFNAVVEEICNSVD
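system = mouse ABHD4 enzyme, wild type | medium = HEPES pH 7.0, NaCl, Pluronic buffer | also added = FP-Rh probe | incubation = Enzyme–compound pre-incubation 45 min, then probe 60 min, both 25 °C | technique = fluorescence polarization, excitation 525 nm, emission 598 nm, BODIPY TMR filters | controls = S159A mutant high control, sample median low control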
PG9 Ab binder: binders of HIV-1 gp120 antibody PG9, primary screen, biochemical, TR-FRET. 0.43% of 360,000 active. TR-FRET gp120-PG9 antibody binding. HIV-1 gp120 / PG9 antibody interaction. AID 624416, 2012. inhibition, % at 6.7 µM; in the data active means inhibition above about 8.5%
LEDGF integ inh: blockers of LEDGF/p75-dependent integrase strand transfer – biochemical, TR-FRET, high throughput, primary screen. 0.64% of 370,000 active. inhibition, % at 3.7 µM. HIV-1 integrase (with human LEDGF/p75). TR-FRET IN-LEDGF/p75 DNA integration, Eu/Cy5. AID 743269, 2014;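 active means inhibition above the screen-wide mean plus 3 SD, cut at about 13% in these data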;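 further: signal is the Cy5 over europium emission ratio at 671 and 618 nm; 0% = plate median of compound wells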
HTRA1 inh: HTRA1 serine protease inhibitors, primary screen, biochemical, fluorescence polarization, HTS | Q92743 | recombinant HTRA1, FP-rhodamine activity-based probe | inhibition, % at 5.96 µM | 0.5% of 340,000 active; in the data active means inhibition above about 36%;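 further: 0% = enzyme with DMSO and 100% = wells lacking enzyme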
rCAG RNA binder: binders of r(CAG) RNA repeats, primary screen, biochemical, fluorescence; r(CAG) RNA repeat, TO-PRO-1 dye displacement fluorescence; inhibition, % at 3 µM; 1.3% of 370,000 active;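 active means inhibition above the plate cutoff, the mean of all test compounds on that plate plus 3 SD, cut at about 35% in these data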;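 further: 0% = DMSO alone and 100% = 100 µM mitoxantrone as full dye displacement; higher means more dye released from RNA so lower well fluorescence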
Starred values were filed as active, the others as inactive; . = no result given. Not all compounds are listed; the hit share may differ from the screen's.

SMILES	TCR CD3 inh	NR1D1 modulator	SIAE inh	PRMT1 FP inh	TDP2 inh	mABHD4 FP	PG9 Ab binder	LEDGF integ inh	HTRA1 inh	rCAG RNA binder
CCN(CC)c1ncnc2c1ncn2[C@H]1CN(Cc2cccnc2)C[C@@H](CO)O1	2.5	-0.5	-8.0	-0.7	-17.6	-10.1	0.3	2.7	.	3.2
COC(=O)c1cc2c(c3c4ccccc4n(S(=O)(=O)c4ccc(C)cc4)c13)C(=O)N(C)C2	-7.1	-3.1	0.0	1.1	-2.7	-12.4	2.7	1.1	.	11.3
Cn1c(N)c(C(=O)COC(=O)C2(c3ccccc3F)CCCC2)c(=O)n(C)c1=O	5.6	18.6*	-1.9	-1.4	-1.1	2.7	-0.6	10.3	-10.3	-0.2
S=C(NCc1ccco1)Nc1ccc(Br)cn1	1.0	-2.5	-1.4	6.1	18.8	-2.9	-0.6	1.0	-5.0	3.2
Oc1ccc(Nc2nc(N3CCCC3)c3ccccc3n2)cc1	1.8	-1.4	1.2	0.5	10.2	15.9	2.1	-0.7	5.8	19.1
CC(C)(C)c1csc(NC(=O)CSC2=NCCS2)n1	-1.4	0.7	-0.3	0.9	7.5	-7.0	2.1	2.7	-4.6	-2.4
CCOc1ccc(CCNC(=O)CN(C)S(=O)(=O)c2ccc3c(c2)CCC(=O)N3)cc1OCC	11.2	3.0	-1.4	-0.3	8.7	3.1	-0.5	-1.9	2.4	-3.5
C=CCn1c(=NC(=O)c2ccco2)sc2cc(C(=O)OC)ccc21	-8.2	27.6*	-8.9	3.9	3.1	-4.7	3.1	-0.8	-5.0	3.0
Cc1ccc(-c2noc(CN(C)C(=O)c3ccc(Br)o3)n2)cc1	-3.4	-1.4	-4.5	-1.6	4.0	-1.7	1.6	-2.5	-3.0	-4.3
COc1cccc(Cn2c(C(C)n3c(C)nc4ccccc43)nc3ccccc32)c1 (stereo not given)	4.3	-5.3	-9.1	0.6	-1.9	-2.3	1.3	0.4	.	-0.2
NCCCCCNC(=O)/C=N\O	-1.6	0.2	-2.9	1.2	2.2	6.4	-1.7	34.4*	5.1	-2.0
CCNc1nc(NCC)nc(SCCOc2ccc(C)cc2)n1	6.0	5.5	-4.0	2.2	-3.1	-4.3	-1.4	0.1	-36.9	-0.2
CN1CCN(c2ccc(CNC(=O)C3Cc4c(-c5ccccc5Oc5ccccc5)ccnc4O3)cc2)CC1 (stereo not given)	-2.7	-6.5	11.3	-1.2	1.9	6.6	4.0	-1.0	.	5.3
COCCN(CC(=O)Nc1cccc(C)c1C)C(=O)c1ccc2c(c1)OCO2	0.9	-2.8	1.3	4.4	-3.1	5.7	2.3	-1.0	0.6	-4.1
COC(=O)COc1ccc(S(=O)(=O)Nc2ccc3c(c2)OCCO3)cc1Cl	1.0	2.5	-0.3	-0.3	-0.8	-7.8	0.3	-7.1	2.8	2.2

Reprinted from the entries so far for reference:
SMILES	TCR CD3 inh	NR1D1 modulator	SIAE inh	PRMT1 FP inh	TDP2 inh	mABHD4 FP	PG9 Ab binder	LEDGF integ inh	HTRA1 inh	rCAG RNA binder
CCN(CC)c1ncnc2c1ncn2[C@H]1CN(Cc2cccnc2)C[C@@H](CO)O1	2.5	-0.5	-8.0	-0.7	-17.6	-10.1	0.3	2.7	.	3.2
COC(=O)c1cc2c(c3c4ccccc4n(S(=O)(=O)c4ccc(C)cc4)c13)C(=O)N(C)C2	-7.1	-3.1	0.0	1.1	-2.7	-12.4	2.7	1.1	.	11.3
Cn1c(N)c(C(=O)COC(=O)C2(c3ccccc3F)CCCC2)c(=O)n(C)c1=O	5.6	18.6*	-1.9	-1.4	-1.1	2.7	-0.6	10.3	-10.3	-0.2
S=C(NCc1ccco1)Nc1ccc(Br)cn1	1.0	-2.5	-1.4	6.1	18.8	-2.9	-0.6	1.0	-5.0	3.2
Oc1ccc(Nc2nc(N3CCCC3)c3ccccc3n2)cc1	1.8	-1.4	1.2	0.5	10.2	15.9	2.1	-0.7	5.8	19.1

Carrying on.
SMILES	TCR CD3 inh	NR1D1 modulator	SIAE inh	PRMT1 FP inh	TDP2 inh	mABHD4 FP	PG9 Ab binder	LEDGF integ inh	HTRA1 inh	rCAG RNA binder
COc1ccc(CC(=O)O/N=C(\N)Cc2cccc3ccccc23)cc1OC	-4.8	0.9	0.7	-0.3	6.9	-7.8	-1.3	-2.5	-12.4	-2.0
NS(=O)(=O)c1ccc(NC(=O)CSc2nnc(C3CC3)n2C2CC2)cc1	-4.5	-3.5	10.0	6.7	13.1	3.3	-0.3	-3.8	3.0	-0.5
CN(C)c1cc(N/N=C\c2ccccc2)nc(N(C)C)n1	-2.4	1.9	3.7	2.3	3.5	4.8	-2.4	-0.8	-3.1	-3.5
O=C(NC(=S)N1CCN(c2ccc(Cl)cc2[N+](=O)[O-])CC1)c1ccco1	1.1	7.3	1.6	-1.8	3.0	7.7	-0.3	0.3	0.5	2.4
Cc1cc(C)c(C(=O)c2ccccc2)c(C)c1	-1.5	6.3	1.7	3.0	9.3	-0.4	1.8	-1.8	0.9	0.1
O=C1COc2ccc(S(=O)(=O)CCC(=O)NC3CCCCC3)cc2N1	-4.6	-1.4	0.8	2.4	2.0	-4.1	-1.2	-3.9	-2.7	-1.5
COc1ccccc1NC(=O)C(C)N1C(=O)C2CCCCC2C1=O (stereo not given)	-7.9	2.4	-0.1	5.0	6.1	2.1	-1.4	1.6	0.9	-1.0
O=C(O)c1cn(CCOc2ccccc2Cl)c2ccccc12	0.2	-2.5	-2.6	0.3	3.5	-0.1	0.9	-3.2	8.2	-1.2
CN(C)/C(=N\S(=O)(=O)c1ccc(Br)cc1)c1ccccc1	-6.5	-4.7	-5.7	7.6	-15.8	-5.8	-1.1	-4.1	6.0	-4.0
Cc1ccccc1OCC(=O)Nc1ccccc1C(=O)N1CCCCC1	8.9	3.7	-20.8	-4.6	-18.3	-6.3	-1.1	2.0	7.8	-2.1
CC(=O)N1N=C(c2ccc(C(C)(C)C)cc2)OC1(C)C	-3.6	2.0	-4.2	2.3	-4.1	-12.5	0.3	-2.5	-3.9	-7.9
Clc1ccc(-c2nnc(C3CCCCC3)o2)cc1	2.0	2.5	2.2	0.2	1.5	13.2	0.9	1.6	-2.9	-4.4
O=C(Cc1ccc2c(c1)OCCO2)N1CCN(S(=O)(=O)c2cccc(C(F)(F)F)c2)CC1	2.2	1.9	0.6	2.8	8.2	0.0	-0.3	-0.5	3.0	-2.0
O=C(Nc1ccccc1Br)c1ccc2nccnc2c1	2.9	-2.0	5.9	-4.3	11.8	-1.4	-0.6	5.2	1.8	1.9
C=CCN1c2ccccc2[C@]23C[C@@H](C(=O)OC)N(C(=O)NCCC)C2=NC(C(=O)OC)=C(C(=O)OC)[C@H]13	1.1	-2.3	-3.4	-5.0	1.9	-9.7	0.5	-0.3	-8.2	10.5
COc1ccccc1CN(Cc1ccco1)S(=O)(=O)c1ccc(-n2cnnn2)c(OC)c1	-2.6	2.2	0.0	2.5	-15.2	-3.5	-0.6	0.1	-25.6	-2.5
COc1ccccc1NC(=S)NC(=O)CC(C)C	-2.5	-3.6	-5.7	3.3	-3.5	1.6	0.7	-5.2	-1.2	-4.1
CCOC(=O)c1cnn(-c2ccc([N+](=O)[O-])cc2)c1N	-5.9	4.5	1.6	-4.8	-12.7	-6.1	-1.0	5.9	4.7	-0.1
CCS(=O)(=O)N1CCCC(C(=O)NCCCOC)C1 (stereo not given)	-2.5	6.3	-2.7	2.2	1.2	7.5	0.3	3.1	2.5	0.3
COc1ccccc1CCc1nnc(CCC(=O)NCC(C)Oc2cccnc2)o1 (stereo not given)	7.4	6.2	-2.8	0.7	0.0	6.0	-0.1	2.7	2.8	-9.7
Nc1c(C(=O)N2CCN(CCc3ccccc3)CC2)cnn1-c1ccccc1	.	-5.8	3.3	0.9	-14.1	4.2	.	-2.8	.	5.6
Cn1c(SCC(=O)N/N=C/c2cccnc2)nnc1-c1ccccc1	-2.1	2.2	8.1	-3.5	-12.0	-3.0	-0.6	1.6	-1.2	-2.5
Cc1ccc(C(C(=O)NCc2ccc(F)cc2)N(Cc2ccco2)C(=O)c2snc(C(N)=O)c2N)o1 (stereo not given)	-2.1	1.7	-6.0	-1.9	7.3	0.0	-0.6	2.3	-22.1	6.6
CC(C)n1cnc2c(Nc3ccc(F)c(Cl)c3)nc(NCCO)nc21	-2.7	1.1	0.3	0.2	1.5	3.0	1.7	4.5	2.0	-4.4
COC[C@@H]1CCCN1c1ccc2c(c1)O[C@@H](COCc1ccccc1)CN([C@@H](C)c1ccccc1)S2(=O)=O	-2.6	3.6	-1.7	6.3	-7.3	-5.1	-2.2	3.6	.	8.0
COc1ccc(CCNC(=O)CN(c2ccc(OC)cc2)S(C)(=O)=O)cc1	-1.5	3.7	-1.2	-1.2	6.7	5.5	-1.0	6.7	-6.1	-2.3
O=C(C1CCC1)N1CCc2cc(S(=O)(=O)NCc3cccnc3)ccc21	8.1	-0.1	8.1	-1.2	-0.6	-1.9	-1.5	-2.6	0.1	-0.6
COc1ccccc1NS(=O)(=O)c1ccc(C(=O)NCc2ccc(S(N)(=O)=O)cc2)cc1	3.0	-8.2	-4.6	3.3	2.1	-2.0	-0.9	-4.0	-0.8	7.3
O=C(CCCc1nc(-c2ccccc2)no1)Nc1cccnc1	4.9	.	1.4	-1.6	-1.6	-1.4	-1.4	-1.3	-7.1	-4.7
O=C(c1ccc([N+](=O)[O-])cc1)N1CCN(c2ncc(Br)cn2)CC1	-4.9	3.3	-2.7	2.7	-10.2	0.0	-1.2	-5.6	8.1	-4.8
COc1ccc(S(=O)(=O)NCCC(=O)NC(C)c2ccccc2)cc1 (stereo not given)	-4.1	4.6	-1.7	0.2	-1.1	6.4	-0.3	-1.3	-3.1	-4.4
C#CCN(C[C@@H]1[C@@H](OC(=O)NCc2ccccc2)[C@@H](OC(=O)NCc2ccccc2)Cn2c(=O)n(CCCCCC)c(=O)n21)S(=O)(=O)c1ccc(C)cc1	3.8	-1.1	-15.1	0.5	3.3	-15.7	0.7	-4.1	-18.4	18.0
O=C(NCCc1c[nH]c2ccccc12)c1ccco1	-2.5	3.9	-5.3	-1.6	6.7	3.5	-2.0	-0.6	0.3	1.7
C=CCOC(=O)C1=C(C)NC(SC)=C(C#N)C1c1cccs1 (stereo not given)	3.6	-0.1	-1.4	0.2	-4.2	-6.7	-1.4	-1.8	-31.3	0.5
S=C(NCCCc1ccccc1)Nc1ccccc1Cl	-3.8	0.8	-2.8	3.9	-12.6	-15.2	0.8	-3.4	-28.3	6.8
